IL1B cytotox: toxic to HUVEC cells under IL-1B stimulation; cell count reduction, % at 2 µM; 94,000 compounds, 0.41% hits; HUVEC cell count loss, Hoechst imaging, IL-1B stimulated; AID 845;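 active = cell count reduction more than 3 SD above the screen-wide mean, cut at about 70% in these data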;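 note: normalized per plate to untreated control cells as the no-loss baseline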
Calb biofilm kill: kills Candida albicans biofilms | inhibition, % at 6 µM | 85,000 compounds, 0.14% hits | AID 834 | C. albicans biofilm + clotrimazole, Alamar Blue;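 active = inhibition above 20%; inactive = inhibition below 20%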;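 note: preformed 24 hr biofilms exposed to compound for 48 hr; 0% = biofilm without compound and 100% = blank killed by clotrimazole plus chlorhexidine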
sEH inhibitor: soluble epoxide hydrolase (human) inhibition; recombinant human sEH enzymatic activity assay; P34913; 91,000 compounds, 0.34% hits; inhibition, % at 2 µM; in the data active = inhibition above about 80%; note: values of inactives mirror those of a sister screen read the other way; many of its hits are not listed in these tables
VCAM1 TNFa inh: reduces TNF alpha induced VCAM1 expression in HUVEC; HUVEC TNFa-induced VCAM-1 immunofluorescence, high-content imaging; inhibition, % at 2 µM; 95,000 compounds, 0.48% hits; AID 802;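 active = inhibition above the batch mean plus 3 SD, with images confirmed as a hit by eye, cut at about 37% in these data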;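 note: 0% = TNF-stimulated DMSO wells and 100% = unstimulated control wells; not every result past the cut was called active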
Smad3 FoxH1 inh: blocks human Smad3 binding to FoxH1 peptide; 88,000 compounds, 0.29% hits; P84022; inhibition, % at 25 µM; TR-FRET Smad3/Dy647-FoxH1 peptide binding, europium anti-His;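 active = compounds that reduce the energy-transfer binding signal between the protein and its labelled peptide by more than half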;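 note: 0% = Smad3 plus labelled peptide maximal FRET and 100% = peptide-only background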
Target sequence (P84022 whole entry, looked up): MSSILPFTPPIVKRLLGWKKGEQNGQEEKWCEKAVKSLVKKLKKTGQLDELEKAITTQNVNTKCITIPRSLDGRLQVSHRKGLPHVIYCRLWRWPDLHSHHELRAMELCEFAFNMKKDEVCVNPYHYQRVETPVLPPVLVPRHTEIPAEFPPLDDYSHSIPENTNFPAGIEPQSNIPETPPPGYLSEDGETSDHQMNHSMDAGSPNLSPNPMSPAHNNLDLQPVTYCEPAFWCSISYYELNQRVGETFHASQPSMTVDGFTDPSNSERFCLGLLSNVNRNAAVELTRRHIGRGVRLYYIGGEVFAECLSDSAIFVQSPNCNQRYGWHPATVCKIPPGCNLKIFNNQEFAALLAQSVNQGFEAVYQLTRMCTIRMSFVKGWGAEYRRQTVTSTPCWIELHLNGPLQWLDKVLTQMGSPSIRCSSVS
ERb coact inh: blocks coactivator binding to human estrogen receptor beta; Q92731; TR-FRET ER-beta LBD / SRC1-Cy5 peptide binding; receptor agonist-loaded with 1 µM estradiol; inhibition, % at 25.6 µM; 86,000 compounds, 1.3% hits; AID 633;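 active = compounds whose percent inhibition of the receptor-coactivator binding signal exceeds about 50% in the single-dose screen, limit read from the data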;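 note: 0% = receptor plus peptide wells without compound and 100% = peptide-only wells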
Target sequence (Q92731 whole entry, looked up, the tested form may be a part): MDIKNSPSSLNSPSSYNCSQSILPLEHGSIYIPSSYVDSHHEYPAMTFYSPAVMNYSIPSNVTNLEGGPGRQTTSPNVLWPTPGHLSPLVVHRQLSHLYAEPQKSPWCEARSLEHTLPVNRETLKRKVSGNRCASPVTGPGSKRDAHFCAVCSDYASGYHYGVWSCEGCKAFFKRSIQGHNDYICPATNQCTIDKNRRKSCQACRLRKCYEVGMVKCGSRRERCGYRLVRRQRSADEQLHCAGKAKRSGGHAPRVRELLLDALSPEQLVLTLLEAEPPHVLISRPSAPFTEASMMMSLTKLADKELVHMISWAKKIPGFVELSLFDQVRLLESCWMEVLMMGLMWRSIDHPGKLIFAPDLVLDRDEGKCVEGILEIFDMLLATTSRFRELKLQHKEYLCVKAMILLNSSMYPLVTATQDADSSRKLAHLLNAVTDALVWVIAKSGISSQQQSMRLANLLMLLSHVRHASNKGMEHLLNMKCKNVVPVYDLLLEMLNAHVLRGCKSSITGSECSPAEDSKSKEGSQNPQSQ
sEH act: activators of human soluble epoxide hydrolase; P34913; purified human sEH enzymatic activity, activator screen; activation, % at 2 µM; 91,000 compounds, 0.04% hits; in the data active = activation above about 37%; note: values of inactives mirror those of a sister screen read the other way
cytoskel mod: cytoskeleton assembly modification; 91,000 compounds, 0.18% hits; AID 836; HUVEC TNFa F-actin phalloidin imaging, high content; inhibition, % at 2 µM;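 active = inhibition above the batch mean plus 3 SD and confirmed as a hit by visual image inspection, cut at about 30% in these data, passing the limit was not always enough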; note: strong numbers were not always called active
TNFa cytotox: toxic to HUVEC cells under TNF alpha stimulation; HUVEC TNFalpha-stimulated, Hoechst cell count, imaging; cell count reduction, % at 2 µM; 93,000 compounds, 0.17% hits; AID 848;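 active = cell count reduction exceeding the screen mean by over 5 SD, scaled to untreated wells per plate, cut at about 78% in these data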;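 note: cells counted after 24 h of TNF alpha exposure following the 1 h pretreatment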
Starred values were filed as active, the others as inactive; / = no result given; [ ] = remark or other dose. These rows are one share of the data, so the mix of outcomes need not match the whole.

mol | IL1B cytotox | Calb biofilm kill | sEH inhibitor | VCAM1 TNFa inh | Smad3 FoxH1 inh | ERb coact inh | sEH act | cytoskel mod | TNFa cytotox
CCN(CC)S(=O)(=O)c1csc(C(=O)Nc2ccccn2)c1 | 7 | 8 | -3 | 1 | 4 | -14 | 2 | -2 | -3
CN1C(=O)N(C)C2CC1N(C)C(=O)N2C | -4 | 5 | 2 | -20 | 10[fluorescence artefact?] | 17 | 0 | -8 | -22
CCc1ccccc1N(CC)C(=O)CCc1nc(-c2ccc(C)cc2)no1 | -9 | 4 | 5 | 3 | 2 | 3[fluorescence artefact?] | -4 | -17 | -1
CCOC(=O)c1c(C)nc2c(c1C)c(=O)oc1ccccc12 | 12 | 6 | -2 | 3 | 2 | 3 | 8 | -5 | -16
CN(C)c1ccc(/C=C2\C(=O)N(c3ccc([N+](=O)[O-])cc3)N=C2N2CCOCC2)cc1 | 33 | 7 | 10 | -10 | -10 | -4 | -6 | -12 | /
Cc1nnc(NCCO)c2ccccc12 | -11 | -1 | -3 | 13 | 3 | 5[fluorescence artefact?] | -1 | 6 | -20
Cc1cc(=O)[nH]c2ccc(Cl)cc12 | -27 | 4 | -14 | -4 | -8 | -4 | 16 | 1 | 4
COCCn1c(SCC(=O)N2CCCCC2)nc2cccnc21 | -8 | 7 | 8 | -17 | 3 | 2 | -9 | 0 | -29
O=C(O)c1cccc(C(=O)O)n1 | 7 | 9 | -3 | 26 | 8[fluorescence artefact?] | -8[fluorescence artefact?] | 4 | -8 | -8
Cc1ccc(-c2nn(CC(=O)N(C)C)c(=O)c3ccccc23)cc1S(=O)(=O)N(C)C | -14 | 3 | -10 | 6 | 16 | -6 | 11 | -11 | 14
CCN(CC)CCN=CC1=C(O)CNC1=O | -18 | 7 | 9 | / | -10 | 3[fluorescence artefact?] | -8 | 0 | /
COC(=O)c1sc(S(=O)(=O)NCc2ccccc2)c(C(=O)OC)c1C | 11 | 2 | -11 | 16 | -9 | -7 | 13 | -1 | -3
COC(=O)c1ccc(CSc2nnc3c(Cl)cc(Cl)cn23)o1 | -4 | 0 | 10 | 11 | -5 | 4 | -10 | -12 | -39
O=C(NCc1ccncc1)c1c(F)c(F)c(F)c(F)c1F | -5 | 8 | -6 | -16 | 11 | 5 | 4 | -36 | /
CCCN(CCC)CCCNC(=O)CC(C(=O)N1CCc2ccccc21)n1ccnc1 (stereo unspecified) | 29 | 1 | -4 | 0 | 6 | -26 | 3 | 11 | -16
Cc1ccc(S(=O)(=O)NC(CC(=O)n2nc(C)cc2C)c2ccccc2)cc1 (stereo unspecified) | -5 | / | 16 | -11 | / | / | -18 | 3 | -11
CCOc1ccc(CCNc2nc3c(c(=O)n(C)c(=O)n3C)n2CC)cc1OCC | -5 | / | 10 | 13 | / | / | -8 | 14 | -19
COc1cc(OC)c(C2C(C(=O)Nc3ccc(C)cc3C)=C(C)Nc3ncnn32)cc1OC (stereo unspecified) | -13 | 1 | / | 30 | 4 | -6 | / | -17 | -8
Cc1ccccc1NC(=O)CSc1nc2ccccc2o1 | 13 | 0 | 3 | 8 | 17[fluorescence artefact?] | -7 | -4 | -15 | -2
O=C(CNC(=O)c1ccc(Br)cc1)NCCc1nc2ccccc2[nH]1 | 10 | 6 | -19 | 1 | 8 | -17 | 20 | -3 | 2
Oc1[nH]c2ccccc2c1/C=N/c1nccs1 | -20 | 4 | -14 | 30 | 8 | 30[fluorescence artefact?] | 16 | / | -25
Cn1nnnc1SCc1ccccc1[N+](=O)[O-] | 1 | / | -10 | -15 | / | / | 10 | 0 | 10
Cc1nn2c3c(cnc2c1-c1ccccc1)C(=O)CCC3 | -24 | 12 | / | -1 | 2 | 1 | / | 46 | -25
COC(=O)c1ccc(NC(=O)CNC(=O)C2CCCCC2)c(C)c1 | -12 | 9 | -6 | -6 | -7 | -2 | 6 | 10 | -4
COc1cc(NC(=O)CSCC(=O)Nc2cccc(C(F)(F)F)c2)c(Cl)cc1Cl | 27 | / | -4 | 6 | / | / | 2 | -1 | -13
CCC(=O)N1CCc2cc(S(=O)(=O)NC(C(=O)NCc3ccccc3)C(C)C)ccc21 (stereo unspecified) | -6 | 8 | / | -8 | -6 | 2 | / | 5 | -16
CCCn1c(N2CCN(CC(=O)c3c[nH]c4ccccc34)CC2)nc2c1c(=O)[nH]c(=O)n2C | 8 | 3 | 5 | 0 | 0 | 4 | -5 | -9 | -32
COc1ccc(CNC(=O)CN(CC2CCCO2)C(=O)CNS(=O)(=O)c2ccc(C)cc2)cc1 (stereo unspecified) | -6 | 4 | 3 | 6 | -6 | -1 | -3 | 0 | -29
Fc1cccc(CO/N=C/c2c(-c3ccccc3)nc3ccc(Cl)cn23)c1 | -61 | / | -5 | 5 | / | / | 8 | -24 | 10
CCCCCCn1c(N2CCC(C)CC2)nc2c1c(=O)[nH]c(=O)n2C | -3 | -6 | -8 | 8 | 0 | 2 | 6 | 25 | -18
CC(C)Cn1c(SCC(=O)c2c(N)n(C)c(=O)n(C)c2=O)nc2ccccc21 | -19 | / | -1 | -18 | / | / | 1 | -21 | -26
CCOCCCNC(=O)C(NC(=O)CNC(=O)c1ccccc1)c1ccccc1 (stereo unspecified) | 0 | 6 | 6 | -5 | 10 | -7 | -3 | -16 | 2
CCOC(=O)N1CCN(C(=O)Cn2nc(C)c3sc4ccccc4c3c2=O)CC1 | -16 | 0 | / | 8 | -14 | -10 | / | -9 | -22
O=C(CCNC(=O)Cn1ccc2ccccc2c1=O)NCCCN1CCN(c2ccccc2F)CC1 | -14 | 3 | / | 9 | 9 | -27 | / | 1 | -26
CCOCCCn1c(=S)[nH]c2ncccc2c1=O | -98 | 6 | 5 | -3 | 8 | -12 | -4 | / | -31
CCN1CCN(C(=S)c2ccc(SC)cc2)CC1 | -2 | 1 | -10 | -7 | 9 | -1 | 7 | 10 | -2
Cc1ccc2c(c1)-c1c(cnn1CC(=O)NC(C)CCc1ccco1)CO2 (stereo unspecified) | -15 | 8 | -9 | 10 | 6 | 5[fluorescence artefact?] | 8 | -7 | 6
Cn1c(C(=O)N2CCN(Cc3ccc4c(c3)OCO4)CC2)cc2c(=O)n(C)c3ccccc3c21 | -5 | 10 | / | 19 | -9 | 12 | / | -4 | -21
O=C(NCCN1CCOCC1)C1CCC(=O)N1Cc1ccccc1Cl (stereo unspecified) | -33 | 0 | -5 | 9 | 5 | -3 | 8 | -3 | 0
CSc1c(CC(=O)NCCO)n(C)c2ccccc12 | 5 | 9 | -8 | -14 | 12 | -10 | 7 | -14 | -1
O=C(COc1ncnc2ccccc12)NC1CCS(=O)(=O)C1 (stereo unspecified) | -33 | 2 | -14 | 14 | 21 | -1 | 12 | -6 | 1
Cn1c(=O)[nH]c(=O)c2c1nc(N1CCN(Cc3ccccc3)CC1)n2CCSc1ncccn1 | -6 | -1 | 8 | 6 | -7 | 9 | -8 | -2 | -18
COc1ccc(CNC(=O)CCn2c(=O)oc3ccccc32)cc1 | -19 | 2 | -6 | 2 | 6 | -4 | 5 | -79 | 11
O=C(O)c1ccccc1-c1ccccc1C(=O)Nc1cccc2ccccc12 | -46 | / | -5 | 7 | / | / | 7 | 0 | -30
O=C(NCc1ccc(F)cc1)C1CCC(=O)N1C1CCCCC1 (stereo unspecified) | -22 | 5 | 8 | -1 | 4 | -3 | -9 | -45 | 0
Cc1cccc(-c2noc(-c3cc4ccccc4oc3=O)n2)c1 | 5 | / | 5 | 0 | / | / | -6 | 1 | -8
COc1ccc(-c2cc(C)nc(SCC(=O)c3cccc([N+](=O)[O-])c3)n2)cc1 | 0 | / | 5 | 14 | / | / | -4 | -2 | -6
CN(C)c1ccc(C2C3C(=O)N(c4ccc(C(=O)O)cc4)C(=O)C3ON2c2ccccc2)cc1 (stereo unspecified) | -12 | 0 | / | 27 | -6 | -1[fluorescence artefact?] | / | -17 | -22
CCOC(=O)C1CCN(CCC(=O)Nc2ccc(Cl)cc2)CC1 | 4 | -1 | -1 | -11 | 9 | -2[fluorescence artefact?] | -1 | 8 | 7
COc1ccc(Oc2coc3cc(OC(=O)N4CCOCC4)ccc3c2=O)cc1 | -18 | 1 | 10 | 0 | 1 | -4 | -7 | 3 | -4
N#Cc1ccccc1OCC(=O)OCC(=O)c1ccc2c(c1)NC(=O)CO2 | 2 | -1 | / | -16 | 3 | 2[fluorescence artefact?] | / | -16 | 17
O=S(=O)(c1ccc2ccccc2c1)N1CCN(S(=O)(=O)N2CCCCC2)CC1 | 21 | -1 | -9 | 1 | -10 | 6 | 8 | 7 | 9
CCOC(=O)Cc1csc(NC(=O)CSc2nnnn2-c2ccc(F)cc2)n1 | -17 | 2 | 2 | 5 | -1 | -5 | 2 | -4 | 1
CN(C)/C=N/c1sc2c(c1C#N)CCC2 | 6 | -7 | -6 | 1 | 3 | -3 | 6 | -3 | -38
C(=N\N1CCN(C2c3ccccc3-c3ccccc32)CC1)/c1ccccn1 | 4 | / | -1 | -4 | / | / | 6 | 0 | -45
COC(CN1C(=O)C(O)=C(C(C)=O)C1c1ccccn1)OC (stereo unspecified) | -2 | 3 | -15 | 21 | -2 | 5 | 14 | 0 | -14
CC(C)(C)C(=O)Nc1ccccc1C(=O)Nc1cc(Cl)ccc1Cl | -9 | / | 10 | -12 | / | / | -12 | 2 | -18
c1cnc2c(SCc3ccc(-c4nnco4)cc3)cccc2c1 | 17 | 3 | 4 | 7 | 1 | -5 | -2 | 1 | -7
CC#CCN(CC#CC)S(=O)(=O)c1ccc(S(=O)(=O)N2CCOCC2)cc1 | 4 | 8 | -7 | 4 | -8 | -2[fluorescence artefact?] | 6 | -14 | -27
COC(=O)Nc1ncc(CN2CCCCC2)s1 | 1 | -1 | 7 | -2 | 10 | -4[fluorescence artefact?] | -7 | / | -45

More results follow:
mol | IL1B cytotox | Calb biofilm kill | sEH inhibitor | VCAM1 TNFa inh | Smad3 FoxH1 inh | ERb coact inh | sEH act | cytoskel mod | TNFa cytotox
CCOC(=O)C1=C(CSc2nc3c(cc2C#N)CN(C)CC3)OC(N)=C(C#N)C1c1ccc(Cl)cc1 (stereo unspecified) | 2 | 13 | -12 | 14 | 5 | 2[fluorescence artefact?] | 12 | -14 | -1
O=C(c1cc2sccc2n1Cc1ccccc1)N1CCCc2ccccc21 | -54 | 6 | -10 | 2 | -3 | -3 | 13 | 17 | -14
Cc1cc(C(C)(C)C)ccc1OCCN1CCCC1 | -32 | 7 | -7 | -1 | -12 | -7 | 8 | 6 | -10
COc1ccc2c(c1)[nH]c(=O)c1sc3ccccc3c12 | / | / | -3 | 3 | / | / | 3 | 3 | -6
O=C(Nc1cccc(-c2cn3ccccc3n2)c1)c1cnccn1 | 1 | 0 | 5 | 49 | 10[fluorescence artefact?] | 1 | -7 | 7 | 20
CSCC[C@H](NC(=O)c1nn(C)c(=O)c2ccccc12)c1nc2ccccc2[nH]1 | -20 | 6 | -3 | 1 | -2 | -3 | 3 | -9 | -17
O=C(CNC(=O)C1CCCCC1)NC1=NCCS1 | 8 | -1 | 4 | -4 | -8 | 2 | -5 | -13 | -5
O=C(CN(Cc1ccccc1C(F)(F)F)C(=O)CNC(=O)c1ccco1)NC1CCCC1 | 8 | 7 | -9 | 6 | 12[fluorescence artefact?] | -6 | 8 | -28 | 14
O=C(Nc1ccc(S(=O)(=O)Nc2cnc3ccccc3n2)cc1)c1ccc(Br)o1 | 12 | 7 | 3 | 14 | 5 | 9 | -1 | -44 | 23

Bioassay records deposited in PubChem by several laboratories.
